p-CIP stab down: p/CIP-EGFP fusion destabilizers, primary screen, fluorescence, F442A cells; 16 h; decrease of EGFP signal, % at 10 µM; 290,000 compounds, 0.01% hits; AID 1984, 2009;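 active = EGFP signal decrease of at least 30% at 10 µM or well 3 SD below plate mean, unless failing retest; inactive = the rest, including hits failing retest or dose response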; also: some compounds called inactive have numbers as strong as hits; many of its hits are not listed in these tables
IMP-1 inhibitor: IMP-1 metallo-beta-lactamase inhibitors, primary screen, biochemical, epi-absorbance readout, Pseudomonas aeruginosa enzyme; metallo-beta-lactamase IMP-1 (Pseudomonas aeruginosa); purified IMP-1, nitrocefin hydrolysis, epi-absorbance fluorescence; inhibition, % at 5.6 µM; 290,000 compounds, 0.45% hits; AID 1556, 2009;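 active = inhibition above the mean plus 3 SD of all compounds in the same screening run, cut at about 4.5% in these data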;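 also: 0% = IMP-1 with DMSO and 100% = DMSO wells lacking enzyme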
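System: Purified recombinant IMP-1 metallo-beta-lactamase enzyme | Measured by: Fluorescence quenching readout, ex 480/em 530 nm | Replication: Singlicate | Incubation: 15 min preincubation plus 25 min reaction at 25 °C | Evaluation: Percent inhibition from optical density relative to buffer-blank wells | Benchmarks: DMSO with and without IMP-1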
NALP1 inh: NALP1 inflammasome inhibitors in reconstituted yeast, colorimetric, S. cerevisiae, triplicate retest | S. cerevisiae NALP1/ASC/caspase-1 growth, X-gal OD620, 72 h | inhibition, % at 10 µM | 280,000 compounds, 0.61% hits | AID 2071, 2009; in the data active = inhibition mostly above about 24%, no sharp cut-off; inactive = mostly below about 32%; also: some compounds called inactive have numbers as strong as hits
PHOSPHO1 inh: PubChem AID 1565; inhibition, % at 13.3 µM; recombinant PHOSPHO1, absorbance phosphatase assay; 290,000 compounds, 1.1% hits; in the data active = inhibition above about 60%
GPR7 antagonist: GPR7 receptor antagonists, primary screen, cell-based, fluorescence, single concentration; AID 1861, 2009; inhibition, % at 4.4 µM; 290,000 compounds, 1.1% hits; GPR7-expressing cells, fluorescence antagonist assay; Neuropeptides B/W receptor type 1 (Homo sapiens), P48145; in the data active = inhibition above about 16%, passing the limit was not always enough;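 also: cells stimulated with the agonist NPW; 0% = agonist with vehicle and 100% = vehicle without agonist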
IDE act: human IDE activators in live cells, primary screen, fluorescence polarization, HEK cells, FAbeta-B substrate | activation, % at 5.96 µM | AID 493087, 2011 | Insulin-degrading enzyme (Homo sapiens), P14735 | FAbeta-B cleavage; 0% vehicle, 100% cell-free pure enzyme wells | 340,000 compounds, 0.073% hits;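 active = activation above the mean of all tested compounds plus 3 SD, set per screening campaign, cut at about 17% in these data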
Target sequence (P14735 whole entry, looked up): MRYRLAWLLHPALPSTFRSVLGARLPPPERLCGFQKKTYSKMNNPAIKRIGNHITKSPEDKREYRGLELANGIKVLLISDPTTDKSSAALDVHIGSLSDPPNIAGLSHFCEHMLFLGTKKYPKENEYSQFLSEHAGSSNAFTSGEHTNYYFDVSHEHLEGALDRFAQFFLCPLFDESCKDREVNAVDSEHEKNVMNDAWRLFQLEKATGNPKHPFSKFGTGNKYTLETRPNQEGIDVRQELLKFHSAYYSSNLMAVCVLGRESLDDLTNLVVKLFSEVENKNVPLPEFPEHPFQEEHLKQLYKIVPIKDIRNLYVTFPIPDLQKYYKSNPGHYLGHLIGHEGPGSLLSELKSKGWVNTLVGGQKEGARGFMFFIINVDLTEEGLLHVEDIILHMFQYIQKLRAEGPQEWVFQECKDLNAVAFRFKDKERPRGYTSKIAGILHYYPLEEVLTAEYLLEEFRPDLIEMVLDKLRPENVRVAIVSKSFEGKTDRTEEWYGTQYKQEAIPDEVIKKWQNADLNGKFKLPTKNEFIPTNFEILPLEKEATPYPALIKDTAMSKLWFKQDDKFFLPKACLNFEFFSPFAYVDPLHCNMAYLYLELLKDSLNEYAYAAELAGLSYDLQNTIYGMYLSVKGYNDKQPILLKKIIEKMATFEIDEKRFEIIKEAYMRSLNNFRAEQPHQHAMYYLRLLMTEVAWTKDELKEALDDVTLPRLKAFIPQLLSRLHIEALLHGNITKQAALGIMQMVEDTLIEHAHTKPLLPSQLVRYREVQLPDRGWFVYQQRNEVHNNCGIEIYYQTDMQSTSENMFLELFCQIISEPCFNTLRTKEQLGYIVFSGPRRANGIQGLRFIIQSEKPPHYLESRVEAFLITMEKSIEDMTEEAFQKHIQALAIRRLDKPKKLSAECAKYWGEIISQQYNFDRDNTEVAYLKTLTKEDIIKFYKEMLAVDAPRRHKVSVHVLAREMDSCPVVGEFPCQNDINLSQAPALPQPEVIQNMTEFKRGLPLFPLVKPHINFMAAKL
IDE cell inh: human IDE inhibitors in live cells, primary screen, fluorescence polarization, HEK cells, FAbetaB substrate; Insulin-degrading enzyme (Homo sapiens), P14735; FAbetaB cleavage; inhibition, % at 5.59 µM; 320,000 compounds, 0.41% hits;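 active = percent inhibition above the average of all tested compounds plus 3 SD, set per screening campaign, cut at about 16% in these data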;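 also: IDE supplied by intact live HEK cells; FP after avidin binding of uncleaved biotin substrate so inhibition keeps polarization high; 0% = DMSO wells and 100% = 60 µM reference IDE inhibitor Ii1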
M18AAP inhibitor: PfM18AAP inhibitors, malaria aminopeptidase, primary screen, biochemical, QFRET, recombinant enzyme | M18 aspartyl aminopeptidase (Plasmodium falciparum 3D7) | H-Glu-NHMec fluorogenic cleavage | inhibition, % at 7.35 µM | 290,000 compounds, 1.2% hits | AID 1822, 2009;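 active = inhibition above the campaign mean inhibition over all tested compounds plus 3 SD, cut at about 28% in these data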;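 also: 0% = plate median of test compound wells and 100% = 2 mM ZnCl2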
VIM-2 inh: VIM-2 metallo-beta-lactamase inhibitors, primary screen, biochemical, epi-absorbance readout, Pseudomonas aeruginosa enzyme; purified VIM-2, nitrocefin hydrolysis, epi-absorbance fluorescence; inhibition, % at 5.6 µM; 290,000 compounds, 0.89% hits;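 active = inhibition above the mean of all tested compounds plus 3 SD, cutoff set per screening run, cut at about 7.5% in these data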;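 also: red hydrolysis product quenches plate fluorescence so inhibitors raise well fluorescence; 0% = enzyme with DMSO and 100% = DMSO without enzyme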
An asterisk follows results filed as active; x = no result given.

SMILES	p-CIP stab down	IMP-1 inhibitor	NALP1 inh	PHOSPHO1 inh	GPR7 antagonist	IDE act	IDE cell inh	M18AAP inhibitor	VIM-2 inh
COCc1cc([C@@H]2C[C@H]3CN(c4ccccc4)C(=O)[C@]34CCCN24)ccc1OC	-13	-1.6	-11	28	10	6	2	-10	0.5
CCOCCCNC(=O)C1CCN(c2cc(C)nc3c(-c4ccc(OC)c(OC)c4)c(C)nn23)CC1	-8	-0.3	5	9	4	6	8	-6	0.1
COC(=O)CCC(=O)Nc1ccc(N=Nc2ccccc2)cc1	-1	-2.5	6	11	-10	-4	-3	8	-1.1
Clc1ncnc2c1oc1ccccc12	-5	-1.1	25	-18	-7	-4	-1	-15	1.1
O=C(NC1CCCC1)c1ccc2c(c1)N(Cc1ccccc1)CCS2	-3	0.9	33	34	7	8	2	10	0.9
Cn1c(SCC(=O)c2ccc(F)cc2)nnc1-c1ccccc1N	0	-2.2	17	54	1	0	1	16	-0.8
CCOC(=O)Nc1ccc2c(CN3CCN(S(=O)(=O)c4ccccc4)CC3)cc(=O)oc2c1	-7	-2.0	13	-8	-1	3	5	-9	-2.5
O=c1ccc(Oc2nc(N3CCOCC3)nc(N3CCOCC3)n2)n[nH]1	-5	-2.6	-8	-23	-9	10	-7	1	-2.8
CCOc1ccc2[nH]c(S(=O)(=O)CC)nc2c1Cl	-2	-2.1	18	-3	-5	-1	-1	-2	-1.5
CC(=O)c1c(N)[nH]c(-c2ccccc2)nc1=S	-2	-1.6	-9	50	10	-12	4	13	-0.2
Cc1nc(CCNC(=O)CC2C(=O)NCCN2Cc2ccoc2)nc2c1CCCC2 (stereo unspecified)	5	-2.8	3	2	-11	3	-4	8	-1.2
COc1ccc(C(=O)N/C(=C\c2cn(C)c3ccccc23)C(=O)OCC(C)C)cc1	4	-2.2	17	-7	-6	0	1	-2	0.1
CCCS(=O)(=O)N1CCCC(C(=O)N2CCOCC2)C1 (stereo unspecified)	1	-2.1	12	-12	-8	2	4	-1	-4.2
CCOC(=O)C1(C/C(C)=N/NC(N)=O)CC(C)OC1=O (stereo unspecified)	-15	-3.8	27	-5	-8	0	-4	6	-3.6
Cn1cnnc1SCC(=O)NCCC(c1ccccc1)c1ccccc1	-10	-2.6	-13	-43	-3	-4	3	-2	-0.3
O=C1CC(N2CCN(C3CC(=O)N(CCc4ccccc4)C3=O)CC2)C(=O)N1CCc1ccccc1 (stereo unspecified)	-2	-1.4	x	-16	-7	-7	7	-13	0.5
Cc1ccccc1CC(=O)Nc1cc(C(C)(C)C)on1	-14	-2.7	8	x	-14	10	6	4	-1.3
CCOc1ncccc1C(=O)N(CC)CC(=O)NCc1ccc(Cl)cc1	-19	-2.1	3	31	-17	4	-3	2	-1.1
O=C(NCCC(=O)N1CCC2(CC1)NCCc1[nH]cnc12)c1cccc(Cl)c1	0	0.1	13	30	-19	4	-2	-8	-0.7
COC(=O)c1sc(NC(=O)CSc2nnnn2-c2cccc(OC)c2)nc1C	27	0.9	-9	-2	-7	5	3	-3	-1.6

Four neighbouring records already listed, quoted:
SMILES	p-CIP stab down	IMP-1 inhibitor	NALP1 inh	PHOSPHO1 inh	GPR7 antagonist	IDE act	IDE cell inh	M18AAP inhibitor	VIM-2 inh
COCc1cc([C@@H]2C[C@H]3CN(c4ccccc4)C(=O)[C@]34CCCN24)ccc1OC	-13	-1.6	-11	28	10	6	2	-10	0.5
CCOCCCNC(=O)C1CCN(c2cc(C)nc3c(-c4ccc(OC)c(OC)c4)c(C)nn23)CC1	-8	-0.3	5	9	4	6	8	-6	0.1
COC(=O)CCC(=O)Nc1ccc(N=Nc2ccccc2)cc1	-1	-2.5	6	11	-10	-4	-3	8	-1.1
Clc1ncnc2c1oc1ccccc12	-5	-1.1	25	-18	-7	-4	-1	-15	1.1

(listing goes on)
SMILES	p-CIP stab down	IMP-1 inhibitor	NALP1 inh	PHOSPHO1 inh	GPR7 antagonist	IDE act	IDE cell inh	M18AAP inhibitor	VIM-2 inh
Nc1ncnc2c1ncn2C1OC(COP(=O)(O)O)C(O)C1O (stereo unspecified)	1	-4.8	11	41	-13	3	-3	3	-1.6
Cc1cccc(NC(=S)NCCO)c1C	2	-1.0	13	-10	-6	-1	-1	-7	-1.7
COc1ccc(OC)c(NC(=O)Cc2ccc(NC3=NC4CS(=O)(=O)CC4S3)cc2)c1 (stereo unspecified)	3	-7.7	-4	33	10	-11	3	8	-1.5
Clc1ccc(OCCSCc2nc3ccccc3[nH]2)cc1	-8	-3.3	33	69*	-16	-1	2	4	-3.6
COC(=O)CCC(=O)OC1(C)C(=O)C=C2C=C3CCCN3C=C2C1=O (stereo unspecified)	-7	x	x	4	x	0	4	x	x
CCOC(=O)c1sc(NC(=O)CCCCCN2C(=O)c3cccc4cccc(c34)C2=O)nc1C	5	-1.8	-2	-18	-3	6	x	-13	-1.3
Cc1cccc(-c2ncc(CN3CCCC(CO)(Cc4ccccc4C)C3)cn2)c1 (stereo unspecified)	1	-0.5	21	24	-12	-3	5	2	-0.6
Cc1ccc(CCNC(=O)CCS(=O)(=O)c2cc3c(cc2C)NC(=O)CO3)cc1	0	-1.6	15	18	1	2	0	4	-1.9
CCN1C(=O)CC(N2CCC(Nc3ccc(OC)cc3)CC2)C1=O (stereo unspecified)	3	-3.6	17	1	-6	6	-9	7	-2.7
Cc1ccc(C(=O)CNc2cccc([N+](=O)[O-])c2)cc1	0	-2.3	23	-4	-10	4	4	3	1.7
COC(=O)C(=O)C/C(=N/Nc1ncnc2ccccc12)c1ccc(Cl)cc1	-79	1.2	15	11	7	0	2	23	-1.2
Cc1sc(NC(=O)C2CCCCC2)c(C#N)c1-c1ccccc1	-15	-0.5	12	10	12	3	2	-2	-1.5
C=CCCCCCCCCc1nc(SCC(C)=O)n[nH]1	4	-1.4	-3	20	20*	1	-1	3	-3.7
COc1cc(C(=O)Nc2nc3ccc4nc(C)sc4c3s2)cc(OC)c1OC	-24	-2.2	-2	24	-10	2	4	1	-2.7
CCN(CC)CCn1c2ccc(F)cc2c2nc(C)sc21	-3	1.9	15	45	7	0	0	8	-3.2
O=C(COC(=O)c1ccccc1F)Nc1cc(S(=O)(=O)N2CCOCC2)ccc1N1CCCC1	8	-2.4	17	40	-14	-1	3	-10	-2.1
O=[N+]([O-])c1ccccc1S(=O)(=O)N1CCN(Cc2cc3c(cc2O)OCO3)CC1	5	-2.0	17	-4	-10	4	4	17	-1.5
COc1ccccc1C(=O)Nc1nnc(-c2ccc(Cl)cc2)o1	-5	x	-6	13	x	7	-3	x	x
NC(=O)c1ccc(NC(=O)COc2ccc([N+](=O)[O-])cc2Cl)cc1	14	-1.8	13	26	-16	6	0	2	-2.4
Cc1ccc(CNC(=O)Cn2cccc2)cc1	-13	-1.8	-4	11	-5	4	0	-7	-1.9

An excerpt from above in order of their number in GPR7 antagonist, falling:
SMILES	p-CIP stab down	IMP-1 inhibitor	NALP1 inh	PHOSPHO1 inh	GPR7 antagonist	IDE act	IDE cell inh	M18AAP inhibitor	VIM-2 inh
Cc1sc(NC(=O)C2CCCCC2)c(C#N)c1-c1ccccc1	-15	-0.5	12	10	12	3	2	-2	-1.5
CCN(CC)CCn1c2ccc(F)cc2c2nc(C)sc21	-3	1.9	15	45	7	0	0	8	-3.2
Cc1ccc(CCNC(=O)CCS(=O)(=O)c2cc3c(cc2C)NC(=O)CO3)cc1	0	-1.6	15	18	1	2	0	4	-1.9
Cc1ccc(C(=O)CNc2cccc([N+](=O)[O-])c2)cc1	0	-2.3	23	-4	-10	4	4	3	1.7
O=C(COC(=O)c1ccccc1F)Nc1cc(S(=O)(=O)N2CCOCC2)ccc1N1CCCC1	8	-2.4	17	40	-14	-1	3	-10	-2.1

The results go on:
SMILES	p-CIP stab down	IMP-1 inhibitor	NALP1 inh	PHOSPHO1 inh	GPR7 antagonist	IDE act	IDE cell inh	M18AAP inhibitor	VIM-2 inh
Cc1ccccc1CSc1nnc(-c2ccccn2)n1C	2	-3.7	-5	12	-1	x	2	-4	-2.1
O=C(COC(=O)C1(c2ccc(F)cc2)CCCC1)N1CCN(C(=O)c2ccco2)CC1	-8	-2.6	-6	18	0	-2	-1	1	-3.3
O=C(N/N=C/c1ccc([N+](=O)[O-])o1)c1cccc(S(=O)(=O)N2CCOCC2)c1	-23	-4.0	2	48	0	-3	6	11	-4.7
COCCNC(=O)CSc1nc2ccccc2c(=O)n1CC1CCCO1 (stereo unspecified)	12	-1.8	15	0	-7	1	-2	1	-2.7
Cc1cccc(NC(=O)C2CC(=O)NC(Nc3nc4ccccc4s3)=N2)c1 (stereo unspecified)	0	-3.0	28	3	9	x	1	-10	-3.3
O=C(NCc1ccccc1)c1ccc(-c2ccc(F)cc2)o1	-8	-4.1	18	-15	5	-6	6	2	-3.3
Cc1ccn2c(=O)c(C(=O)NCCN3CCOCC3)c(O)nc2c1	3	-1.6	-7	26	-15	5	-4	0	-0.6
O=c1[nH][nH]c(=O)c2cc(N3CCCC3)ccc12	-8	-3.1	-2	18	-7	-6	-5	5	3.7
c1ccc(CCCNCC2COc3ccccc3O2)cc1 (stereo unspecified)	-3	-0.2	16	-29	-7	-4	0	-1	4.4
CCCCNC(=S)Nc1ccc2[nH]c(=O)[nH]c2c1	-19	-3.0	5	12	-2	4	3	1	-1.4
COc1ccc(NC(=O)N2CCn3c2nc2ccccc23)cc1	19	-1.2	8	-60	-20	1	2	3	-1.3
C=CCOC(=O)C(C#N)c1nc2ccccc2nc1N1CCC(C(=O)OCC)CC1 (stereo unspecified)	-6	-3.8	16	10	-8	2	7	0	-1.4
O=C(c1cn(-c2ccccc2)nc1-c1ccccc1)N1CCN(c2ccccn2)CC1	4	-2.2	-18	51	-6	1	-2	3	-2.3
CCN(CC(=O)Nc1ccc(C(=O)OC)cc1)Cc1ccccc1	-18	-1.7	9	29	-2	4	7	5	-3.7
CC1CN(C(=O)c2cc([N+](=O)[O-])cc([N+](=O)[O-])c2)CC(C)O1 (stereo unspecified)	-15	-3.6	10	1	-3	5	1	4	-3.8
O=C1NC[C@H](c2ccccc2)N(CCc2cccc3ccccc23)C1=O	-6	x	x	34	x	-1	0	x	x
COC(=O)c1ccc(NC(=O)CN(c2ccc(C)cc2)S(=O)(=O)c2c(C)n[nH]c2C)cc1	-3	-0.7	-30	26	14	-4	8	-6	0.0
CCCCCCn1nc(C(=O)N(CC(C)C)c2c(N)n(CCCC)c(=O)[nH]c2=O)c2ccccc2c1=O	7	1.8	8	23	2	2	3	11	0.1
